KAT2A inh = inhibitors of human GCN5L2 histone acetyltransferase. GCN5L2 HAT assay, ThioGlo1 CoA-SH fluorescence. Potency, µM (top dose mostly 58.9 µM), inactives show top-dose activity change, negative = inhibition, actives largely listed as inhibitors. actives 0.21% (n = 390,000)
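Titration-based screen in which CoA formation is detected via maleimide probe ThioGlo1 (50uM) turning fluorescent on thiol reaction; substrates H3(1-25) 75uM and acetyl-CoA 70uM, GCN5L2 20nM, 20 min incubation at room temperature.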
TDP1 inh = TDP1 (human) enzyme inhibition | Q9NUW8 | recombinant TDP1, AlphaScreen DNA substrate cleavage | Potency, µM (doses to about 130 µM), for inactives: at the highest dose activity change, negative = inhibition, actives largely listed as inhibitors | actives 0.28% (n = 350,000) | AID 485290; further: nearly all actives have a fitted effect of over 40% in size
Target sequence (Q9NUW8 whole entry, looked up): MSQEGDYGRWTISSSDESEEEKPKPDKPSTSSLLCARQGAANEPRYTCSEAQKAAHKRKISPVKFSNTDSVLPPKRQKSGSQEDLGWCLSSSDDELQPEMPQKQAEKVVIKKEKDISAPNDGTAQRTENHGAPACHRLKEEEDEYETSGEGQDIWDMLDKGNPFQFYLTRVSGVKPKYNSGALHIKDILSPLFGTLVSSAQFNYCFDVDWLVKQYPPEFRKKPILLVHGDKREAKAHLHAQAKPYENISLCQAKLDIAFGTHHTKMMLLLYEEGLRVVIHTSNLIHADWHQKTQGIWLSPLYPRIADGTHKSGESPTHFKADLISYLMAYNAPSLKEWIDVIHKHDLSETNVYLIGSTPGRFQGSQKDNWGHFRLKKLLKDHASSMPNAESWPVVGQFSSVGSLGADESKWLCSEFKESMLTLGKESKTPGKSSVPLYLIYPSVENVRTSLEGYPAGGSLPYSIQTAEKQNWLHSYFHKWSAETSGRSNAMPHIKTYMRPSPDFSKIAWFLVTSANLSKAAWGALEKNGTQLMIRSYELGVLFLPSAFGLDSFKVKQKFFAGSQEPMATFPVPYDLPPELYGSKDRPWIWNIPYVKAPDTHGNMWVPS
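E. coli-derived human Tdp1, 1 nM final. Cpd preinc 15 min RT; substrate 15 nM final, 5 min RT; AS bead mix 10 ug/ml final, 10 min RT. Signal loss = tyrosine-FITC cleavage. No-enzyme wells = max signal.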
DT40 TDP1 no CPT = qHTS for Inhibitors of human tyrosyl-DNA phosphodiesterase 1 (TDP1): qHTS in cells in absence of CPT | DT40 Tdp1-/- hTDP1 cells, no CPT, ATP luminescence, 48 h | Potency, µM (doses to about 46.2 µM), for inactives: top-dose activity change, negative = growth inhibition, actives largely listed as inhibitors | actives 15% (n = 420,000); further: nearly all actives have a fitted effect of over 55% in size
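Growth kinetics read by CellTiter-Glo luminescence after ≥48 hr at 37 °C. Cells: DT40 Tdp1-/- stably carrying human TDP1, 400 per well, compound exposure in the absence of CPT (DMSO vehicle).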
An asterisk follows results filed as active; & = joins results of further samples; [ ] = another dose, or the depositor's remark. The call rests on the fitted dose curve; in most records, active means well fitted curve in the direction sought with a large enough effect; inconclusive means small, poorly fitted or top-dose-only effect, or another doubt; inactive means no such curve, though single readings can be large; an effect the other way counts as inactive or inconclusive. On the % scale 0 is the no-effect control and ±100 the full control effect; potency means the concentration at half of the fitted maximal effect.

CCOC(=O)C1=C(O)/C(=C\c2cc(C)n(-c3ccc(F)cc3)c2C)N=C1C was read as KAT2A inh -3%, TDP1 inh 0% and DT40 TDP1 no CPT 15µM*.
`COc1ccc(/C=C/C(=O)c2c(OC)cc(O)cc2OC)cc1` gave KAT2A inh 3% and TDP1 inh 17%.
CN1CCN(S(=O)(=O)c2ccc(N(C)Cc3ccc(C(F)(F)F)cc3)c([N+](=O)[O-])c2)CC1 was read as KAT2A inh -4%, TDP1 inh 10% and DT40 TDP1 no CPT 13µM*.
For O=C(CCCOc1ccc(Cl)cc1)Nc1nncs1 the results were KAT2A inh -5%, TDP1 inh 6% and DT40 TDP1 no CPT 2%.
`O=C(Nc1cccnc1)/C(N=Nc1ccc(Cl)c(C(F)(F)F)c1)=C(\O)c1ccccc1` gave KAT2A inh -2%, TDP1 inh 3% and DT40 TDP1 no CPT -16%.
Screening Cc1c(NP(=O)(Oc2ccccc2F)Oc2ccccc2F)c(=O)n(-c2ccccc2)n1C returned KAT2A inh 1%, TDP1 inh 0% and DT40 TDP1 no CPT -5%.
For C=CCC(=O)N1CCCC(CO)(Cc2ccc(F)cc2F)C1 (stereo unspecified) the results were KAT2A inh -2% and DT40 TDP1 no CPT -9%.
COc1ccc(CCNC(=O)c2ccc3c(c2)sc2nc(-c4ccc(C)cc4)cn23)cc1OC was read as KAT2A inh -9%, TDP1 inh 1% and DT40 TDP1 no CPT 5.2µM*.
COc1ccc(Cn2c(=O)c3cccnc3n(CC(=O)Nc3ccc(C)c(F)c3)c2=O)cc1 was read as KAT2A inh 3%, TDP1 inh -1% and DT40 TDP1 no CPT inconclusive.
Screening Cc1ccc(CONS(=O)(=O)c2cc(C)ccc2C)cc1 returned KAT2A inh -10%, TDP1 inh -18% and DT40 TDP1 no CPT -12%.
Screening COc1cccc(Oc2ccc(OC)cc2C(=O)O)c1 returned KAT2A inh -3%, TDP1 inh 6% and DT40 TDP1 no CPT 13%.
Screening CSC(=O)CC(=O)NC(=O)c1ccccc1 returned KAT2A inh 2%, TDP1 inh 4% and DT40 TDP1 no CPT -3%.
`CCOC(=O)c1ccc(NS(=O)(=O)c2ccc(-c3coc(C)n3)cc2)cc1` gave KAT2A inh -4%, TDP1 inh 3% and DT40 TDP1 no CPT -17%.
Screening Cc1cc(NC(=O)COC(=O)c2ccc(S(=O)(=O)N3CCCC3)cc2)no1 returned KAT2A inh -1%, TDP1 inh 8% and DT40 TDP1 no CPT 20%.
Screening CCC(C)(C)NC(=O)C(c1cccc(OC)c1OC)N(CCOC)C(=O)CCC(=O)Nc1cc(C)on1 (stereo unspecified) returned KAT2A inh -4% and DT40 TDP1 no CPT -13%.
CC(Oc1ccccc1F)C(=O)NC1CCS(=O)(=O)C1 (stereo unspecified) was read as KAT2A inh 0%, TDP1 inh 3% and DT40 TDP1 no CPT inconclusive.
`Cc1cc(Cl)ccc1NC(=O)C1CCCN(c2nnc(C)c3c(C)n(-c4ccccc4)nc23)C1` (stereo unspecified) gave KAT2A inh 2%, TDP1 inh 6% and DT40 TDP1 no CPT -14%.
For CCOC(=O)c1ccc(NC(=O)CCCn2c(=O)c3cccn3c3ccccc32)cc1 the results were KAT2A inh -2%, TDP1 inh 3% and DT40 TDP1 no CPT inconclusive.
`COc1ccccc1C(=O)OC(C)CN1CCN(C)CC1` (stereo unspecified) gave KAT2A inh -2%, TDP1 inh 7% and DT40 TDP1 no CPT -17%.
Screening CCC(C)NC(=O)c1nc2c(nnn2Cc2ccccc2Cl)c(=O)[nH]1 (stereo unspecified) returned KAT2A inh -4%, TDP1 inh 3% and DT40 TDP1 no CPT inconclusive.
`COc1ccc(-c2noc(COc3cc(C)ccc3C)n2)cc1OC` gave KAT2A inh -1% and DT40 TDP1 no CPT inconclusive.
Screening CCc1nc(SCc2ccc(F)cc2)[nH]c(=O)c1C#N returned KAT2A inh -8%, TDP1 inh 4% and DT40 TDP1 no CPT -18%.
`CSc1cccc(NC(=O)c2cc(S(=O)(=O)N3CCc4ccccc43)cn2C)c1` gave KAT2A inh -12% and DT40 TDP1 no CPT 26µM*.
CC1=C(O)C(=O)OC1c1c(Cl)cccc1Cl (stereo unspecified) was read as KAT2A inh -2%, TDP1 inh 4% and DT40 TDP1 no CPT 0%.

Ordered by SMILES length (smallest number first): some entries from above
`CCOC(=O)c1ccc(NS(=O)(=O)c2ccc(-c3coc(C)n3)cc2)cc1` gave KAT2A inh -4%, TDP1 inh 3% and DT40 TDP1 no CPT -17%.
For CCOC(=O)c1ccc(NC(=O)CCCn2c(=O)c3cccn3c3ccccc32)cc1 the results were KAT2A inh -2%, TDP1 inh 3% and DT40 TDP1 no CPT inconclusive.
`Cc1cc(Cl)ccc1NC(=O)C1CCCN(c2nnc(C)c3c(C)n(-c4ccccc4)nc23)C1` (stereo unspecified) gave KAT2A inh 2%, TDP1 inh 6% and DT40 TDP1 no CPT -14%.

(listing goes on)
O=C1CN(C(=O)N[C@@H](Cc2ccccc2)C(=O)N[C@H](C(=O)O)c2ccccc2)c2ccccc2N1 was read as KAT2A inh -19%, TDP1 inh 2% and DT40 TDP1 no CPT 1%.
`CC(=O)c1ccc(N(CC(=O)NC2CCS(=O)(=O)C2)S(=O)(=O)c2ccc(C)cc2)cc1` (stereo unspecified) gave KAT2A inh -4%, TDP1 inh 1% and DT40 TDP1 no CPT -4%.
`CC(=O)N1CCN(c2ccc(Oc3nnnn3-c3ccccc3)cc2)CC1` gave KAT2A inh 0%, TDP1 inh -5% and DT40 TDP1 no CPT -20%.
For O=C(NC1CCCCC1)C(c1ccco1)N(Cc1cccs1)C(=O)Cn1nnc2ccccc21 (stereo unspecified) the results were KAT2A inh -6%, TDP1 inh 3% and DT40 TDP1 no CPT -27%.
Screening O=C(CC(Nc1ccc(Cl)cc1Cl)C(=O)O)c1ccccc1 (stereo unspecified) returned KAT2A inh -1% and DT40 TDP1 no CPT inconclusive.
`CCc1ccccc1NC1c2ccccc2C(=O)N1c1cc(C)ccn1` (stereo unspecified) gave KAT2A inh 2%, TDP1 inh 3% and DT40 TDP1 no CPT inconclusive.
CC(C)OP(=O)(OC(C)C)C(NC(=O)c1cccc([N+](=O)[O-])c1)C(N)=O (stereo unspecified) was read as KAT2A inh 0%, TDP1 inh 1% and DT40 TDP1 no CPT -1%.
Screening Cc1ccc(C)c(NC(=S)N2CCN(S(C)(=O)=O)CC2)c1 returned KAT2A inh -1%, TDP1 inh 0% and DT40 TDP1 no CPT 14%.
`O=c1oc2c3c(nn2c2ccccc12)CCCC3` gave KAT2A inh -2%, TDP1 inh 0% and DT40 TDP1 no CPT -4%.
`CCN(C(=S)NCCOC)c1cccc2ccccc12` gave KAT2A inh -4%, TDP1 inh -3% and DT40 TDP1 no CPT 2%.
CC(C)C(=O)Nc1c(C(=O)N2CCN(c3ccccc3F)CC2)oc2ccccc12 was read as KAT2A inh -2%, TDP1 inh 2% and DT40 TDP1 no CPT 12µM*.
For O=C(NCc1nnc(SCC(=O)N2CCCCCC2)o1)c1ccccc1F the results were KAT2A inh -31%, TDP1 inh 3% and DT40 TDP1 no CPT 14%.

Among those listed so far, these contain a CF3 group.
CN1CCN(S(=O)(=O)c2ccc(N(C)Cc3ccc(C(F)(F)F)cc3)c([N+](=O)[O-])c2)CC1 was read as KAT2A inh -4%, TDP1 inh 10% and DT40 TDP1 no CPT 13µM*.
`O=C(Nc1cccnc1)/C(N=Nc1ccc(Cl)c(C(F)(F)F)c1)=C(\O)c1ccccc1` gave KAT2A inh -2%, TDP1 inh 3% and DT40 TDP1 no CPT -16%.

Continuation:
Screening O=C(CSC(=S)N1CCOCC1)c1cc(Br)cc(Br)c1O returned KAT2A inh -16%, TDP1 inh 9% and DT40 TDP1 no CPT -13%.
`CCOC(=O)c1cc(C)n(CC2CCC(C(=O)Nc3cccc(C)c3)CC2)c1C` (stereo unspecified) gave KAT2A inh -4%, TDP1 inh 6% and DT40 TDP1 no CPT inconclusive.
COC(=O)c1ccc(C(=O)OC)c(NC(=S)N2CCN(c3ccccn3)CC2)c1 was read as KAT2A inh 1%, TDP1 inh 3% and DT40 TDP1 no CPT -12%.
Screening CC(C)C(=O)Nc1nnc(Cc2c[nH]c3ccccc23)s1 returned KAT2A inh 0% and DT40 TDP1 no CPT -40%.
Screening CC(C)CN(CC(C)C)C(=S)Nc1ccc(Cl)cc1 returned KAT2A inh -7%, TDP1 inh -3% and DT40 TDP1 no CPT inconclusive.
`O=C(c1ccc(COCC(F)(F)F)o1)N1CCCC1` gave KAT2A inh 1%, TDP1 inh 1% and DT40 TDP1 no CPT -1%.
For COc1cc(F)ccc1CN1CCC(n2nccc2NC(=O)C2CCOC2)CC1 (stereo unspecified) the results were KAT2A inh 0%, TDP1 inh 2%[56.1 µM] and DT40 TDP1 no CPT -11%.
For C=CCn1c(=NC(=O)C2COc3ccccc3O2)sc2cc(S(N)(=O)=O)ccc21 (stereo unspecified) the results were KAT2A inh -8%, TDP1 inh -1% and DT40 TDP1 no CPT inconclusive.
CC1(C)CC(=O)C2=C(C1)Oc1ncn(Cc3ccco3)c(=N)c1C2c1ccccc1 (stereo unspecified) was read as KAT2A inh -9%, TDP1 inh 4% and DT40 TDP1 no CPT -23%.
`CN1CCC(=O)N([C@H](CO)Cc2ccccc2)CC1` gave KAT2A inh inconclusive and DT40 TDP1 no CPT 45%&-3%.
Screening COc1ccc(NC(=O)N2CCc3c(sc4c3CCCC4)C2c2ccccc2OC)cc1 (stereo unspecified) returned KAT2A inh -3%, TDP1 inh 0% and DT40 TDP1 no CPT 13µM*.
For COc1ccc(C(=O)NN=C2CCCC2)c(OC)c1 the results were KAT2A inh -7%, TDP1 inh 2%[56.1 µM] and DT40 TDP1 no CPT -5%.
Screening O=C(C1=C[C@@H](c2ccccc2)C[C@@H](OCc2ccc(CO)cc2)O1)N1CCN(Cc2ccc3c(c2)OCO3)CC1 returned KAT2A inh -1%, TDP1 inh 6% and DT40 TDP1 no CPT 21µM*.
`CCC(CO)n1cnnc1-c1ccncc1` (stereo unspecified) gave KAT2A inh 1%, TDP1 inh 3% and DT40 TDP1 no CPT -7%.
Screening COCCCC1CCN(C(=O)C2CCC(=O)N(CCc3ccccc3)C2)CC1 (stereo unspecified) returned KAT2A inh -1%, TDP1 inh 1% and DT40 TDP1 no CPT -5%.
Screening Cn1c(CCc2nc3ccccc3[nH]2)n[nH]c1=S returned KAT2A inh -5%, TDP1 inh 0% and DT40 TDP1 no CPT -6%.
`O=C(CCn1ccnc1)Nc1ccc2ccccc2c1` gave KAT2A inh -18%, TDP1 inh 9% and DT40 TDP1 no CPT 4%.
CCCN(S(=O)(=O)c1ccccc1F)S(=O)(=O)c1ccccc1Br was read as KAT2A inh -6%, TDP1 inh 89µM* and DT40 TDP1 no CPT inconclusive.
Cc1c(CNC(=O)c2c([N+](=O)[O-])cnn2C)cnn1C was read as KAT2A inh -16%, TDP1 inh -2% and DT40 TDP1 no CPT 10%.
Screening Cc1cccc(C)c1NC(=S)NCCc1ccc(O)c(O)c1 returned KAT2A inh -8%, TDP1 inh 0% and DT40 TDP1 no CPT 13µM*.
Cc1ccc(-n2nc3c(N4CCCC(C(=O)NCCc5ccccc5)C4)nnc(C)c3c2C)cc1 (stereo unspecified) was read as KAT2A inh -6%, TDP1 inh 3% and DT40 TDP1 no CPT 16µM*.
O=C(CSc1ncccn1)Nc1ccc2c(c1)CCC2 was read as KAT2A inh 38%[activator] and DT40 TDP1 no CPT -6%.
COC(=O)c1ccc(NC(=O)C(=O)NCC2CCCO2)cc1 (stereo unspecified) was read as KAT2A inh -7%, TDP1 inh 0% and DT40 TDP1 no CPT 5%.
`C[C@H]1CN([C@@H](C)CO)C(=O)c2cc(NC(=O)CCN3CCOCC3)ccc2O[C@H]1CN(C)C(=O)Nc1ccc(F)cc1` gave KAT2A inh -3%, TDP1 inh 2% and DT40 TDP1 no CPT -14%.
`Cc1cccc(OC(C)C(=O)Nc2nonc2-c2ccc(Br)cc2)c1C` (stereo unspecified) gave KAT2A inh -9%, TDP1 inh 6% and DT40 TDP1 no CPT 16µM*.
For O=C1CC(c2ccccc2)CC(=O)C1CS(=O)(=O)c1ccccc1 (stereo unspecified) the results were KAT2A inh 0%, TDP1 inh 2% and DT40 TDP1 no CPT inconclusive.
For Cc1cccc(NC(=O)c2cc(NC(=O)C3CCCCC3C(=O)O)ccc2N2CCOCC2)c1 (stereo unspecified) the results were KAT2A inh inconclusive, TDP1 inh 3% and DT40 TDP1 no CPT -15%.

An excerpt. The share of hits here may be higher or lower than overall.
